Screening results (PubChem)
MsrA inh = bovine MsrA inhibition. inhibition, % at 15.5 µM. purified bovine MsrA, absorbance read-out. actives 0.75% (n = 360,000); in the data active = inhibition above about 4.5%;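 note: 0% = vehicle wells with enzyme and 100% = reference inhibitor wells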
Neddylation inh = cullin neddylation inhibition; actives 0.58% (n = 360,000); calls only at 25 µM; TR-FRET cullin neddylation, biochemical; AID 651699; P61081+Q13564; in the data active = inhibition above about 36%
CendR NRP1 mod = NRP-1/CendR interaction modulation; O14786; FAM-RPARPAR peptide binding to NRP-1, fluorescence polarization; inhibition, % at 25 µM; actives 0.85% (n = 360,000); AID 602438;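 active = inhibition or corrected inhibition above about 18%, plus a signal ratio from 0.5 to 1.5, limit read from the data, passing the limit was not always enough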; note: strong numbers were not always called active
SKN-1 block = C. elegans SKN-1 inhibition; C. elegans VP596 Pgst-4::GFP/RFP ratio, acrylamide-induced, 24 h; inhibition, % at 21.8 µM; actives 0.49% (n = 360,000);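 active = interference check ratio from 0.5 to 1.5 plus GFP to RFP signal ratio inhibition reaching or exceeding a fixed threshold, cut at about 30% in these data, passing the limit was not always enough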; note: some compounds called inactive have numbers as strong as hits
FAS TE block = blocks the thioesterase domain of human fatty acid synthase | inhibition, % at 15 µM | AID 602261 | P49327 | actives 0.67% (n = 360,000) | recombinant FAS-TE, OMFH fluorogenic substrate, fluorescence endpoint;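 active = compounds whose normalised, plate-corrected inhibition of enzyme fluorescence in the single-dose primary screen is 50% or more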;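 note: 0% = DMSO with enzyme and 100% = substrate without enzyme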
Target sequence (P49327 whole entry, looked up, the tested form may be a part): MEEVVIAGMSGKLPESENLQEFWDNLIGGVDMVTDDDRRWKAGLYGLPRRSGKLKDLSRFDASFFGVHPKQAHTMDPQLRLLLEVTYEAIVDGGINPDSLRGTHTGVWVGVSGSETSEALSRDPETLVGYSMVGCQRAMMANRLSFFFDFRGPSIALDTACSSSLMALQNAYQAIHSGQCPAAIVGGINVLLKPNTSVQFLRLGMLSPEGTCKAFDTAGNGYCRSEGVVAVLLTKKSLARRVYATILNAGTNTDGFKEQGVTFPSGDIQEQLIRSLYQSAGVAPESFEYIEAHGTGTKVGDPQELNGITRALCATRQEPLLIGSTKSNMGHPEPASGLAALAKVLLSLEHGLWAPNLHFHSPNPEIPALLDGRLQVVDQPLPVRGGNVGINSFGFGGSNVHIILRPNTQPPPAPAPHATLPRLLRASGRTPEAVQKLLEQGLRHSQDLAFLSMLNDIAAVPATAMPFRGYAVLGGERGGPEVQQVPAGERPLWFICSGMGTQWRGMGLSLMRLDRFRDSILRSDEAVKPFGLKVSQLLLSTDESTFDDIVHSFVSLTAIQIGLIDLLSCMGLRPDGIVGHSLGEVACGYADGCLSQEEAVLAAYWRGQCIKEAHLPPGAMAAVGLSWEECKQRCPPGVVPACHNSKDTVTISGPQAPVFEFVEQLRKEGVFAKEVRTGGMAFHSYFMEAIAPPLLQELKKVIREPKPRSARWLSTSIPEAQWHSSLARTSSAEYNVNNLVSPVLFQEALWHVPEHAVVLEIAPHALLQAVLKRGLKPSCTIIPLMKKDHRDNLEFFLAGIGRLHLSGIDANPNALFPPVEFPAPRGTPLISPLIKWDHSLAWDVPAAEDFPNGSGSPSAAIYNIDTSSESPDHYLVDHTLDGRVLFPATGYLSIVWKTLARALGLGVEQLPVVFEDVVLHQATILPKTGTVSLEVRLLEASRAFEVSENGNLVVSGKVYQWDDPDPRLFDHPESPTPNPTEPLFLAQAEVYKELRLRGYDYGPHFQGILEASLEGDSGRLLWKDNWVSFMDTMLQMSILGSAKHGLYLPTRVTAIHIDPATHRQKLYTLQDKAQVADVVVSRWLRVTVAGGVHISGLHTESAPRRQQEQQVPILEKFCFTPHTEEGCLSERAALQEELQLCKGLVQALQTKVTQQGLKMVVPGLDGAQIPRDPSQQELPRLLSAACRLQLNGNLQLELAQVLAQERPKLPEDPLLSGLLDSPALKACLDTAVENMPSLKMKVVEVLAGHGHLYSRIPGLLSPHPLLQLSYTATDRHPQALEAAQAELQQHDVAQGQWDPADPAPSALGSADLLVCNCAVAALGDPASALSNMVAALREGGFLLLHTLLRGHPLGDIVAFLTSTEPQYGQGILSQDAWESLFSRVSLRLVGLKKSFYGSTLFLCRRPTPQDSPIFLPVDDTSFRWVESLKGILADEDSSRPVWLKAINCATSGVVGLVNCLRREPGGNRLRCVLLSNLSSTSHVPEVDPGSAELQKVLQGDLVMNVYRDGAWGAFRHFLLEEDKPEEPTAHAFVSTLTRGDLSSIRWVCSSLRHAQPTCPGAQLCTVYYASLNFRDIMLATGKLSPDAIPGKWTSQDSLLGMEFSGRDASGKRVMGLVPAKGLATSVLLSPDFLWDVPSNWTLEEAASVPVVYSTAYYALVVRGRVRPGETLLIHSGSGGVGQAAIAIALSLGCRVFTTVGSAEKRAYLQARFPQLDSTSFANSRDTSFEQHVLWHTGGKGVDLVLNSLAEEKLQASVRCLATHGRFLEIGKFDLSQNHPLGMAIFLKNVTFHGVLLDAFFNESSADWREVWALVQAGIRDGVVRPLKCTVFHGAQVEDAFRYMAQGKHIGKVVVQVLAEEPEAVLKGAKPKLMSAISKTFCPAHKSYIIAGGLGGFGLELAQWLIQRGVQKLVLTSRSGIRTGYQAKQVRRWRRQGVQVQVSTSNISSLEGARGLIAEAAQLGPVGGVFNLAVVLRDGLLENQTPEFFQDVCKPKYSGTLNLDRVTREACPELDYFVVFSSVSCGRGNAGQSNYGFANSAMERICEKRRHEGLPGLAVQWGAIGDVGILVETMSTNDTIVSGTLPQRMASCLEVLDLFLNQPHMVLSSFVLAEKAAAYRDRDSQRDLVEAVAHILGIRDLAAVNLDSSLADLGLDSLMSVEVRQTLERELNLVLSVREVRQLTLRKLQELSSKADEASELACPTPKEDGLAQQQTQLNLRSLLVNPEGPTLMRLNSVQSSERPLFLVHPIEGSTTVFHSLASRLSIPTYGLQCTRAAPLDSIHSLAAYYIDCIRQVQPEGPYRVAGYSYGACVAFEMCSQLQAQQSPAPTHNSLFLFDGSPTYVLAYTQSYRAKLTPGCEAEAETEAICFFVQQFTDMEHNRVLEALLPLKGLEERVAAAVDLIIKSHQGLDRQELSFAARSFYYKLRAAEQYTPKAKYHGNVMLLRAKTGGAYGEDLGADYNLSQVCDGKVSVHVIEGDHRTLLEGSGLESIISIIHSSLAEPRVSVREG
eLon inh = inhibitors of E. coli Lon protease. purified E. coli Lon protease, fluorescence polarization. actives 0.42% (n = 360,000). P0A9M0. inhibition, % at 7.94 µM; in the data active = inhibition above about 13%, passing the limit was not always enough;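 note: 0% = enzyme with probe and DMSO and 100% = no enzyme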
Rin1-Abl PPI inh = blocks binding of human Rin1 to Abl. P00519+Q13671. TR-FRET Rin1/Abl binding, biochemical. inhibition, % at 7.35 µM. actives 0.4% (n = 360,000). AID 588664; in the data active = inhibition above about 5%, passing the limit was not always enough
MT1-MMP act inh = blocks activation of human MT1-MMP | P50281 | HT1080 RFP-PRO-GFP cells, GFP/RFP ratio fluorescence, overnight; percent of plate control window, DMSO zero | GFP/RFP ratio change, % at 20 µM | actives 0.061% (n = 360,000);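 active = GFP/RFP ratio change of at least 30% with cell ATP level not reduced by more than half and red fluorescence within 50% of control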; note: strong numbers were not always called active
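Test system: HT1080 cells expressing an RFP-PRO-GFP fluorescent reporter construct / Compound dosing: single-point 20 µM compound, 1% DMSO / Schedule: cells overnight before dosing, compound overnight, 37 °C, 5% CO2 / Evaluation: GFP/RFP fluorescence ratio / Control set: DMSO and RFP-L50D-GFP cell wells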
bovine MsrA act = bovine methionine sulfoxide reductase A activation; purified bovine MsrA, absorbance read-out; activation, % at 10.6 µM; actives 0.3% (n = 360,000); AID 602163; in the data active = activation above about 7.5%;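 note: 0% = vehicle and 100% = reference activator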
Starred values were filed as active, the others as inactive; i = inactive; nt = not tested or not shown.

SMILES	MsrA inh	Neddylation inh	CendR NRP1 mod	SKN-1 block	FAS TE block	eLon inh	Rin1-Abl PPI inh	MT1-MMP act inh	bovine MsrA act
Cc1ccc(CN2CCN(Cc3ccc(Oc4ncccn4)cc3)CC2CCO)cc1 (centres undefined)	-1.8	i	-2.2	-11.1	-3.0	3.7	1.3	nt	-10.1
CN(C)N=Nc1nc[nH]c1C(N)=O	2.5	i	15.6	-1.0	-1.4	-2.6	1.1	-7.0	-2.0
COc1ccc(Cn2c(=N)c(C(=O)NCC3CCCO3)cc3c(=O)n4ccccc4nc32)cc1 (centres undefined)	0.5	i	-16.6	-0.8	1.1	2.6	-10.1	2.9	-10.0
O=C(O)c1cccc(NC(=S)N/N=C/c2cccc(O)c2)c1	0.9	i	0.4	8.1	-3.1	-8.5	0.2	-0.2	-1.0
CC(C)(C)S(=O)N1Cc2cc(C(=O)NCC(F)(F)F)nc(-c3cccc(-c4cccc(F)c4)c3)c2[C@@H]1CCO (some centres undefined)	0.9	i	-14.9	14.8	16.6	-1.2	2.2	-10.0	-2.1
COc1ccc(C(=O)NCCCc2ccccc2)cc1OC	-0.4	i	13.7	3.1	0.0	-4.8	1.8	1.5	-3.2
COc1ccccc1NC(=O)CC(=O)CSc1nnc(-c2ccc(C)cc2)n1-c1ccccc1	0.5	i	-11.9	11.4	1.8	-12.6	-0.6	0.1	-0.2
CSCCC(NC(=O)c1ccc(Cl)cc1Cl)C(=O)N1CCN(C(=O)c2ccccc2)CC1 (centres undefined)	0.7	i	15.7	13.3	3.1	-5.5	0.0	-1.9	-4.3
CC(=O)Nc1ccc(S(=O)(=O)NC2CC(=O)N(c3ccc4c(c3)OCCO4)C2)cc1 (centres undefined)	-0.7	i	4.6	-19.4	-2.0	-10.7	1.1	0.9	-1.7
O=C(Nc1ccccc1C(=O)Nc1ccncc1)c1ccccc1	-0.9	i	8.1	2.5	-1.8	4.7	-0.8	-4.9	0.0

Complete entries from above. Order of screens: MsrA inh | Neddylation inh | CendR NRP1 mod | SKN-1 block | FAS TE block | eLon inh | Rin1-Abl PPI inh | MT1-MMP act inh | bovine MsrA act
COc1ccc(C(=O)NCCCc2ccccc2)cc1OC across the screens: -0.4 | i | 13.7 | 3.1 | 0.0 | -4.8 | 1.8 | 1.5 | -3.2
CSCCC(NC(=O)c1ccc(Cl)cc1Cl)C(=O)N1CCN(C(=O)c2ccccc2)CC1 (centres undefined) across the screens: 0.7 | i | 15.7 | 13.3 | 3.1 | -5.5 | 0.0 | -1.9 | -4.3
CC(C)(C)S(=O)N1Cc2cc(C(=O)NCC(F)(F)F)nc(-c3cccc(-c4cccc(F)c4)c3)c2[C@@H]1CCO (some centres undefined) across the screens: 0.9 | i | -14.9 | 14.8 | 16.6 | -1.2 | 2.2 | -10.0 | -2.1
COc1ccc(Cn2c(=N)c(C(=O)NCC3CCCO3)cc3c(=O)n4ccccc4nc32)cc1 (centres undefined) across the screens: 0.5 | i | -16.6 | -0.8 | 1.1 | 2.6 | -10.1 | 2.9 | -10.0
CC(=O)Nc1ccc(S(=O)(=O)NC2CC(=O)N(c3ccc4c(c3)OCCO4)C2)cc1 (centres undefined) across the screens: -0.7 | i | 4.6 | -19.4 | -2.0 | -10.7 | 1.1 | 0.9 | -1.7

(cont.)
SMILES	MsrA inh	Neddylation inh	CendR NRP1 mod	SKN-1 block	FAS TE block	eLon inh	Rin1-Abl PPI inh	MT1-MMP act inh	bovine MsrA act
CCc1nnc(SCC(=O)Nc2nccs2)n1CC	-0.1	i	1.0	-11.9	-0.6	-5.4	1.7	-0.6	-5.3
C[C@H](CO)N1C[C@H](C)[C@@H](CN(C)CC2CCCCC2)Oc2c(NC(=O)Cc3ccccc3)cccc2C1=O	1.0	i	-11.0	5.2	15.2	-5.7	-1.2	-6.7	-2.2
Oc1cccc(Nc2c3ccccc3nc3ccccc23)c1	0.1	i	8.6	35.6*	3.4	15.8	-7.8	-10.9	-1.3
Cc1ccc2[nH]c(=O)c(CN(CCCN(C)C)C(=S)NCCc3ccccc3)cc2c1	-0.2	i	5.4	1.5	-0.2	0.1	-3.9	-5.1	-1.9
O=C1CC(c2ccco2)CC(O)=C1C=NCCN1CCN(C(=O)Nc2ccc(Cl)cc2)CC1 (centres undefined)	-0.1	i	-4.3	-19.7	-9.7	3.8	-1.5	3.7	-7.8
Clc1nnc(Cl)c2c1ncn2Cc1ccccc1	0.2	i	4.7	5.9	-2.7	-6.4	-1.2	3.1	-1.5
CN(Cc1nc(-c2cccc(Cl)c2)no1)C1CCOCC1	1.8	i	-8.3	0.6	2.1	-5.4	-0.8	2.1	-3.5
COCCn1c(C(C)C)nc2oc3ccccc3c(=O)c2c1=O	-0.5	i	2.5	-1.9	-6.1	0.0	0.6	1.5	-1.1
O=C(NCCN1CCOCC1)c1cc([N+](=O)[O-])ccc1Cl	0.6	i	-4.8	14.6	-1.1	-0.1	-3.6	-1.6	-1.4
Cc1c(NC(=O)Nc2ccccc2[N+](=O)[O-])c(=O)n(-c2ccccc2)n1C	0.6	i	1.5	-4.7	-4.4	-10.2	4.2	-3.2	-1.2
Cc1ccc(C(=O)NCC(c2ccco2)N2CCc3ccccc3C2)cc1C (centres undefined)	-1.8	i	-4.2	3.5	16.5	0.4	-1.9	-3.9	-1.1
CN1CCCC(C)(C(=O)Nc2ccc(-n3cccc3)cc2)C1 (centres undefined)	-0.6	i	-7.0	6.7	-1.2	-0.3	-2.4	-1.6	0.6
COc1ccc(C)cc1NC(=O)CNC(C)C(=O)Nc1ccc(C(C)=O)cc1 (centres undefined)	-0.4	i	0.1	16.3	-2.1	-0.3	-2.2	-0.9	-1.6
Clc1nc(CN2CCCCC2)nc2sc3c(c12)CCCC3	0.0	i	-7.5	-0.2	2.4	5.2	3.2	-3.2	-4.2
CCC(=O)OCn1nnc2ccccc2c1=O	-0.7	i	17.3	-8.9	-3.8	2.2	-2.2	1.1	-3.3
Cc1cccc(C2=NN(c3ccccc3)[C@@H](C(=O)N3CCOC3=O)[C@@H]2C)c1	2.0	i	0.8	-1.6	18.6	5.9	-2.5	-0.6	-2.5
CCOc1ccc(/C(O)=C2\C(=O)C(=O)N(c3ccccn3)C2c2ccccc2F)c(C)c1 (centres undefined)	2.3	i	-15.0	5.4	-2.3	-11.8	-22.1	-1.3	-2.0
O=C(COc1ccc(Cl)cc1)NCCNc1ccc([N+](=O)[O-])cc1	0.3	i	9.9	5.1	12.1	6.6	-1.4	-3.1	-0.7
CN(CC(=O)Nc1cccc(F)c1)CC(=O)NC(c1ccccc1)c1ccccc1	-0.5	i	19.1	-0.8	4.6	-6.8	-2.1	5.9	-10.0
C=CCN1C(=O)c2ccc(C(=O)NCCOc3ccccc3F)cc2C1=O	0.8	i	-2.4	5.2	8.9	-0.4	-1.0	-1.1	-3.0
CC1CN(C(=S)Nc2ccc(F)cc2F)CC(C)O1 (centres undefined)	-1.4	i	25.9*	10.8	-3.8	-2.0	-0.8	0.0	-3.3
Cc1onc(-c2ccccc2)c1C(=O)N(C)CC(=O)Nc1ccc(F)c(F)c1F	-0.9	i	-1.9	11.8	-3.0	8.9	-1.8	-2.5	-2.8
FC(F)(F)c1ccccc1CN1CCN(C2CCCCCC2)CC1	-1.0	i	5.9	5.8	-2.5	-2.5	4.8	1.1	-0.1
COc1cc(OC)cc(C(=O)N2CCC(C(=O)NCCc3ccccc3)CC2)c1	0.4	i	-1.7	14.1	0.0	4.7	2.8	1.5	-1.4
COc1cccc(C(=O)NCC2CCCN2S(=O)(=O)c2cccs2)c1 (centres undefined)	-0.3	i	-12.0	10.6	-3.0	-11.8	1.7	-0.6	-1.9
CC(C)c1ccc(NC(=O)CSc2nc3ccsc3c(=O)n2CCC(=O)O)cc1	0.1	i	5.5	29.2	5.9	-4.5	-1.6	-7.2	-0.3
COc1cc(C(=O)NC2CCN(C)CC2)ccc1Nc1ncc2c(n1)N(C1CCC(O)CC1)CCC(=O)N2C (centres undefined)	nt	i	1.6	4.7	-9.1	8.2	5.0	10.2	-2.5
O=C(Nc1ccccc1Cl)N1CCN(Cc2ccc3c(c2)OCO3)CC1	-1.1	i	-0.2	-1.1	1.1	-0.6	-0.7	-1.5	0.1
Nn1c(SCC(=O)NC2CCCC2)nnc1-c1ccccc1F	-0.7	i	6.4	-27.1	-6.2	-5.7	2.5	0.1	-7.4
NC(=O)Cn1cnc(-c2ccccc2)c1	-0.1	i	7.5	23.6	-8.4	1.7	0.0	0.0	1.4
COCCCNc1nc2c([nH]1)c(=O)[nH]c(=O)n2C	0.1	i	6.3	10.9	-7.7	-0.5	-3.6	-4.0	-1.6
Cc1cc(=O)oc2c(CN3CCCCC3)c(O)ccc12	3.2	nt	3.0	11.1	-7.7	-0.9	0.1	0.3	-3.5
COC(=O)c1ccc(C)c(NC(=O)CCc2ccc(OC)c(OC)c2)c1	0.0	i	1.0	0.5	-9.0	-2.1	0.8	-0.5	-5.2
CCCn1c(N)c(C(=O)CN(C)CC(=O)Nc2ccccc2C(F)(F)F)c(=O)[nH]c1=O	0.7	i	3.9	16.7	-3.8	-8.3	0.4	-4.6	-3.3
CCN1C[C@@H]2[C@@H]3C(=O)N(C)C(=O)[C@@H]3[C@](C)(C(=O)OC)N2C1=NC	-0.2	i	9.2	-4.8	-10.3	-6.1	-1.7	4.8	-4.8
Cc1ccc([N+](=O)[O-])cc1NC(=O)CCSc1ccc(Cl)cc1	-0.2	i	-8.3	-12.1	66.2*	-9.1	-1.9	4.8	-2.6
O=C(c1ccncc1)N1CCc2ccccc2C1	-0.8	i	-1.0	-12.3	-5.3	-0.6	-1.3	1.3	-7.2
Cc1c(C)[n+](=O)c2c(n1[O-])C(Br)CCC2Br (centres undefined)	-1.1	i	4.9	-16.8	-5.4	-1.0	-2.0	-1.2	-6.5
N#CCSc1ccc(S(=O)(=O)N2CCOCC2)cn1	0.0	i	-6.2	10.8	-7.2	-15.2	0.6	-0.4	-3.1
CC(C)NC(=O)Cn1cc(C(=O)C2CC2)c2ccccc21	1.7	i	1.8	-6.9	-9.3	-1.1	-1.4	-4.7	-3.3
c1ccc(Oc2cccc(Oc3ccccc3)n2)cc1	-0.7	i	-11.8	-6.3	23.1	-5.8	-1.2	-0.2	-6.0
Cc1ccc(-c2c(C(=O)N/N=C/c3ccsc3)nnn2-c2nonc2N)cc1	0.8	i	2.5	6.0	0.9	-5.7	-0.4	2.2	-2.7
O=C(CSc1nnc(SCc2ccc(F)cc2)s1)Nc1ccc(C(=O)O)cc1	0.1	i	-7.6	0.6	5.0	-9.2	-2.5	-1.8	-2.7
COc1cccc(NC(=S)N2CCC(NC(=O)C3CCCCC3)CC2)c1	0.0	i	8.2	-10.3	-5.2	-5.3	2.9	1.2	-0.3
CC(C)CN1CCC(CNC(=O)CCc2nnc(Cc3c[nH]c4ccccc34)o2)CC1	-0.4	i	2.9	-6.0	-9.0	-4.2	1.0	nt	-13.6
CCCCC(CC)C(=O)Nc1cc([N+](=O)[O-])ccc1F (centres undefined)	-0.4	i	6.3	1.2	79.3*	-7.1	0.7	1.9	-5.7
COc1cc(Cl)ccc1OCc1cc(C(=O)N(C)Cc2nnc(C)o2)no1	-1.5	i	3.5	3.4	-2.5	3.0	-0.9	-3.0	-2.0
O=c1[nH]c(=O)n(Cc2ccccc2)c2nc(-c3ccc(C(F)(F)F)cc3)n(CCO)c12	0.6	nt	12.0	13.2	17.7	7.7	3.4	1.9	-1.7
O=c1[nH]n(-c2ccccc2)c(=O)c2ccccc12	0.9	i	3.0	-2.0	-8.8	-3.3	2.0	0.0	-10.2
O=[N+]([O-])c1cccc(-c2cn3nc(-c4ccccc4)c(-c4ccccc4)nc3n2)c1	1.7	nt	-1.4	0.1	41.2	5.0	-0.7	-6.9	-2.2
COc1cccc(C(=O)Nc2nnc(Cc3ccc(OC)c(OC)c3)s2)c1	-0.3	i	7.6	-1.0	-2.9	2.2	0.3	4.6	-2.5
CN(Cc1nc(-c2cnccn2)no1)C1CC(C)(C)NC(C)(C)C1	-0.3	i	-12.7	1.9	0.6	-0.1	0.3	-4.9	-1.4
O=C(COC(=O)c1ccccc1OCc1ccc(Cl)cc1)NC1CC1	1.5	i	3.3	25.3	6.3	-0.7	-2.5	4.0	-0.7
